Compound activity: PubChem BioAssay, National Center for Advancing Translational Sciences (NCATS)
G9a block: qHTS Assay for Inhibitors of Histone Lysine Methyltransferase G9a | AID 504332, 2011 | Histone-lysine N-methyltransferase EHMT2 (Homo sapiens), Q96KQ7 | G9a H3K9 monomethylation, AlphaScreen, 2 h | 350,000 compounds, 8.8% hits | Potency, µM (doses to about 102 µM), for the others: top-dose activity, negative = inhibition, hits mostly inhibitors; note: % is set by controls: 0 for no effect and ±100 for the full control effect; nearly all actives have a fitted effect of over 75% in size
Target sequence (Q96KQ7 913-1193 limits assumed): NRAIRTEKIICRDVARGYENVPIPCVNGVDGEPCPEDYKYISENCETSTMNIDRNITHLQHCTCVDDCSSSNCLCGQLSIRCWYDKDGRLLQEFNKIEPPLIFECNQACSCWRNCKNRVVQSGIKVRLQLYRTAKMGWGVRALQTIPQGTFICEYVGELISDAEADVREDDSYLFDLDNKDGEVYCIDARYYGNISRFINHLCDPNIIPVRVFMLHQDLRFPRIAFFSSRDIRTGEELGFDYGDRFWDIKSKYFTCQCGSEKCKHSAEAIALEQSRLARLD
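Compounds were preincubated with 20 nM G9a for 15 min, after which biotinylated H3K9 peptide (500 nM) and SAM (20 uM) started a 2 h room-temperature reaction. Monomethylated product was quantified by antibody-based AlphaScreen chemiluminescence.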
Pin1 inh: qHTS Assay to Find Inhibitors of Pin1; Peptidyl-prolyl cis-trans isomerase NIMA-interacting 1 (Homo sapiens), Q13526; Pin1 FP peptide displacement, HiFluor488, 10 min; Potency, µM (doses to about 115 µM), inactives show at the top dose activity, negative = inhibition, actives largely listed as inhibitors; 390,000 compounds, 0.009% hits; AID 504891, 2011; active = well fitted inhibition curve with a large enough effect in the polarisation, with a control signal flat, not every such curve was filed as active; inconclusive = small, poorly fitted or top-dose-only effect, or effect the other way, or a change in a side signal; inactive = no such curve, though single readings can be large or run the other way; the % refers to the polarisation; note: % is set by controls: 0 for no effect and ±100 for the full control effect
Target sequence (Q13526 whole entry, looked up): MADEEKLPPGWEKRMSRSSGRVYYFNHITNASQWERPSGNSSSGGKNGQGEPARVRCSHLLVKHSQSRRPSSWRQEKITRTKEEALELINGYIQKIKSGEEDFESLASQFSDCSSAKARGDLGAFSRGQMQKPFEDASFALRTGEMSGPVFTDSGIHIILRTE
Tb PGK inh: qHTS Assay to Find Inhibitors of Phosphoglycerate Kinase | Phosphoglycerate kinase, glycosomal (Trypanosoma brucei brucei), P07378 | PGK/GAPDH coupled, Kinase-Glo luminescence, 60 min | Potency, µM (doses to about 57.5 µM), for inactives: at the top dose activity change, negative = inhibition, usual class: inhibitors | 380,000 compounds, 0.043% hits | AID 602233, 2012; note: % is set by controls: 0 for no effect and ±100 for the full control effect; nearly all actives have a fitted effect of over 60% in size
Target sequence (P07378 whole entry, looked up): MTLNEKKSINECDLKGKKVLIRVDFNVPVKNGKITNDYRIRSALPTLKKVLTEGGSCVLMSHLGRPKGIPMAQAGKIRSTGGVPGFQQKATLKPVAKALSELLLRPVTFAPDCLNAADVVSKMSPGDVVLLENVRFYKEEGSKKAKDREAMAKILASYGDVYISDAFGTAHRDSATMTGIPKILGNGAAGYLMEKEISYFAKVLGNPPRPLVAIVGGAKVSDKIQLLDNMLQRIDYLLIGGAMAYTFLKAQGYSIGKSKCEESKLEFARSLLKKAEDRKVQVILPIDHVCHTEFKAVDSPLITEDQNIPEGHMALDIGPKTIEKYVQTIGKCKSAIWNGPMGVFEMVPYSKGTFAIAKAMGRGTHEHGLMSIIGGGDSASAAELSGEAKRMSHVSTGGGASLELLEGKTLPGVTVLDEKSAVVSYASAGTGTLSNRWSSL
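Luminescent ATP detection (Kinase-Glo Plus) follows a 60-minute room-temperature incubation, with wells lacking PGK as controls. Buffer: 100 mM TEA (pH 7.6), 5 mM MgCl2, 0.01% Tween-20. Coupling enzyme GAPDH (100 nM final) supplies unstable 1,3-BPG in-well.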
POLI inh: qHTS for Inhibitors of Polymerase Iota; Pol iota fluorescent replication assay, 10 min; Potency, µM (highest dose often 115 µM), for the others: top-dose activity, negative = inhibition, hits mostly inhibitors; 390,000 compounds, 1% hits; AID 588590, 2011
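Fluorescent replication assay read twice, at 0 min and 10 min after adding 50 nM (final) substrate. Enzyme (10 nM) and compounds were first incubated 15 min at room temperature; enzyme-free buffer wells were negative controls.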
BAZ2B block: qHTS Assay for Inhibitors of BAZ2B; AID 504333, 2011; Potency, µM (highest dose often 114 µM), for the others: top-dose activity change, negative = inhibition, hits mostly inhibitors; AlphaScreen BAZ2B-H3K14Ac peptide displacement; Bromodomain adjacent to zinc finger domain protein 2B (Homo sapiens), Q9UIF8; 360,000 compounds, 4.4% hits; note: % is set by controls: 0 for no effect and ±100 for the full control effect; nearly all actives have a fitted effect of over 60% in size
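Multi-concentration screen (max 110 uM) measuring displacement of acetylated histone H3 peptide from BAZ2B by AlphaScreen, using 50 nM protein, 50 nM peptide and 10 ug/mL streptavidin donor plus Ni-chelate acceptor beads.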
HP1b chromo inh: HTS for Inhibitors of HP1-beta Chromodomain Interactions with Methylated Histone Tails. Chromobox protein homolog 1 (Homo sapiens), P83916. AlphaScreen HP1-beta / biotin-H3K9me3 peptide binding. Potency, µM (doses to about 114 µM), without a hit: at the highest dose activity change, negative = inhibition, hits mostly inhibitors. 390,000 compounds, 0.56% hits; note: nearly all actives have a fitted effect of over 70% in size; inactives centre near 23
Target sequence (P83916 whole entry, looked up): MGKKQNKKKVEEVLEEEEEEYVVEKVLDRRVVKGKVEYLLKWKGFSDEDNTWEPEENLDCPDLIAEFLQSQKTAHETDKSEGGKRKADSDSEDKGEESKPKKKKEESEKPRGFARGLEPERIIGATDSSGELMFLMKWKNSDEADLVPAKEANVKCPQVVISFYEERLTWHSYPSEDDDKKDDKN
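AlphaScreen: HP1-beta (50 nM) preformed 30 min with biotin-H3(1-18)K9me3 peptide (50 nM) in PBS pH 7.4, 0.01% Tween-20. Compound added for 30 min at RT, then streptavidin donor/nickel chelate acceptor beads (10 ug/mL) for 30 min.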
JMJD2A Tudor: qHTS Assay for Inhibitors of JMJD2A-Tudor Domain. Lysine-specific demethylase 4A (Homo sapiens), O75164. AlphaScreen JMJD2A-Tudor / H3K4me3 peptide binding. Potency, µM (doses to about 114 µM), inactives show at the highest dose activity change, negative = inhibition, actives largely listed as inhibitors. 390,000 compounds, 4.4% hits. AID 504339, 2011; note: % is set by controls: 0 for no effect and ±100 for the full control effect; nearly all actives have a fitted effect of over 50% in size
BLM helicase inh: qHTS Assay for Inhibitors of Bloom's syndrome helicase (BLM); RecQ-like DNA helicase BLM (Homo sapiens), P54132; recombinant BLM DNA unwinding, fluorescence dequenching; Potency, µM (doses to about 56.1 µM), without a hit: at the top dose activity change, negative = inhibition, usual class: inhibitors; 350,000 compounds, 0.2% hits;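 note: plate controls were vehicle for no effect and no enzyme for full effect; nearly all actives have a fitted effect of over 35% in size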
GLS inh: qHTS for Inhibitors of Glutaminase (GLS); GLS enzymatic activity, qHTS titration; Potency, µM (series often up to 45.5 µM), for inactives: top-dose activity change, negative = inhibition, most hits filed as inhibitors; 410,000 compounds, 0.21% hits; AID 624170, 2012; note: % is set by controls: 0 for no effect and ±100 for the full control effect
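Read-out is an Amplex red fluorescence increase coupled through glutamate oxidase and HRP, measured before and after 30 min room-temperature incubation. hKGA is in 45 mM KH2PO4 (pH 8.2) with 0.02% Tween-20; glutamine added as 1mM solution.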
* marks the source's active call; other numbers are inactive results; i = inactive; ? = inconclusive; · = no result given; & = joins results of further samples; [ ] = dose if it differs, or a comment. Unless noted, calls come from the whole dose curve; as a rule, active = well fitted curve in the direction sought with a large enough effect; inconclusive = small, poorly fitted or top-dose-only effect, or another doubt; inactive = no such curve, though single readings can be large; an effect the other way counts as inactive or inconclusive. Potency is the fitted concentration of half-maximal effect. Not all compounds are listed; rates above refer to the full screens.

#	POLI inh	JMJD2A Tudor	HP1b chromo inh	BAZ2B block	Tb PGK inh	GLS inh	BLM helicase inh	Pin1 inh	G9a block	structure
1	38%[activator]	-3%	39%	1%	5%	1%	-2%	-2%	?	O=C(CSc1nnc(CNC(=O)c2cccs2)o1)NCC1CCCO1 (stereo not given)
2	29%	-1%	34%	6%	i	1%	-1%	2%	14%	COc1ccc(NC(=O)NC2(C)CCS(=O)(=O)C2)cc1 (stereo not given)
3	13%	-13%	1%	-16%	-1%	-1%	-5%	-2%	4%	Cc1oc(C(C)(C)C)cc1C(=O)NCc1ccc2c(c1)OCO2
4	14%	-17%	29%	·	-8%	2%	·	1%	·	CN1C[C@@H]2[C@@H]3C(=O)N(Cc4ccccc4)C(=O)[C@@H]3[C@](C)(C1=O)N2C(=O)c1ccc(Cl)cc1
5	15%	-15%	24%	-10%	5%	3%	-3%	3%	-9%[59 µM]	O=C(C1=C[C@H](c2ccccc2)C[C@H](OCCCCO)O1)N1CCN(Cc2ccc3c(c2)OCO3)CC1
6	3%	-10%	30%	-6%	-9%	1%	-11%	-3%	2%	Cc1ccc(Cn2c(Sc3nnc(C)s3)nc3c2c(=O)[nH]c(=O)n3C)cc1
7	9%	-25%	-19%	?	1%	11%	-3%	4%	?	Cc1c(C(=S)Nc2ccccc2)cnn1-c1ccc([N+](=O)[O-])cc1
8	23%	-2%	40%	-5%	3%	4%	-1%	6%	?	COCC(=O)Nc1cc(Cl)c(OC)cc1OC
9	-2%	-11%	-7%	-26%	-1%	9%	2%	-3%	-46%[12.7 µM]	CCOC(=O)Nc1ccc2c(c1)N(C(=O)N(C)C)c1ccccc1CC2
10	-10%	4%	42%	2%	-7%	0%	-3%	-11%	-5%[59 µM]	CC(OC1=CC(=O)CCC1)C(=O)c1ccccc1 (stereo not given)
11	?	-31%	-2%	-14%	-9%	-3%	-2%	-4%	-2%[59 µM]	CCOc1ccc2oc(=O)cc(CN3CCN(c4ccccc4OC)CC3)c2c1
12	24%	-14%	31%	7%	-12%	-13%	-2%	-3%	·	COc1ccc2nc(NC(=O)c3cccs3)sc2c1
13	137%[activator]	?	-26%	?	1%	-2%	-4%	3%	?	O=[N+]([O-])c1ccccc1/C=C/C=N/Nc1ccc(S(=O)(=O)Nc2ccc(Cl)cc2)cc1[N+](=O)[O-]
14	8%	-9%	20%	·	-2%	3%	·	1%	·	CC[C@@]1(C(=O)OC)N[C@H](CN(C)C(=O)c2ccc(C)cc2)[C@@H]2C(=O)N(Cc3ccccc3)C(=O)[C@@H]21
15	-13%	31%	80%[activator]	·	-12%	-3%	·	-5%	·	C=CCC1[C@H](C)[C@H]2[C@@H]3CC[C@@H](C3)[C@H]2CN1S(=O)(=O)c1ccc(C)cc1 (stereo not given in full)
16	132%[activator]	-1%	43%[activator]	5%	5%	-17%	3%	6%	21%	COc1ccccc1CNC(=O)c1ccc(NS(=O)(=O)c2cccs2)cc1
17	101%[activator]	0%	26%	4%	-1%	73%[activator]	-5%	-1%	19%	CC(=O)NCCNc1nc2c(-c3cccc(C(F)(F)F)c3)nnn2c2ccccc12
18	-10%	-24%	20%	-18%	0%	14%	-9%	1%	-50%	CCS(=O)(=O)c1ccc2oc(Nc3cccc(OC)c3)nc2c1
19	45%[activator]	-22%	24%	-15%	-1%	3%	2%	1%	·	CC(=O)c1cccc(CN2CCCC(C(=O)c3ccc4c(c3)OCO4)C2)c1 (stereo not given)
20	26%&30%	-5%	39%	-30%	9%	0%	1%	-11%	-3%	CCCCNC(=O)O[C@@H]1C[C@H]2CCCC(=O)N3CC[C@@H](C1)[C@@H]23
21	11%&19%	-12%&-10%	28%&35%	-7%&-13%	-5%&2%	1%&3%	3%&-8%	-3%&-1%	-6%	Fc1ccc(Nc2c3c(nc4ccccc24)CCC3)cc1
22	0%	-16%	15%	5%	i	-3%	-3%	-2%	11%[59 µM]	Cc1ccc(NC(=O)Cn2c(=O)n(CCCCC(=O)NCCc3ccccc3)c(=O)c3ccccc32)cc1
23	-27%	-12%	28%	·	6%[11.5 µM]	-4%	0%	2%	-1%[59 µM]	Cn1cnnc1SCC(=O)Nc1ccccc1C(=O)NC1CCCC1
24	16%	7%	45%[activator]	-1%	-1%	-3%	1%	-8%	19%	CC(=O)Nc1ccc(-c2nc3ccccc3o2)cc1
25	?	-23%&-11%	20%&43%	-11%	-6%&-1%	8%&6%	3%&5%	26%&21%	-28%[59 µM]	COc1cccc(NC(=O)CSc2c3c(nc4ccccc24)CCCC3)c1
26	8%	-29%	11%	-15%	-1%	?	-12%	10%	7%	Cc1ccc(NC(=O)C(c2ccccc2)c2ccccc2)c(O)c1
27	30%	-13%	58%[activator]	-2%	-10%	-9%	-8%	2%	50µM*	C/C(=N\NC(=O)Cc1c(F)cccc1Cl)c1cccnc1
28	8%	-8%	60%[activator]	-9%	-5%	-8%	1%	2%	0%[59 µM]	Cc1ccc(OCC(=O)Nc2ccc3c(c2)nc(CCNC(=O)c2ccco2)n3C)cc1
29	18%	-16%	44%[activator]	·	6%	1%	·	2%	·	COc1ccc(CN(C)C(=O)Cn2cnc3c(NCc4ccccc4)ncnc32)cc1OC
30	16%	-20%	9%	-4%[57.1 µM]	-2%	14%	-9%	0%	5%	CN1C(=O)/C(=C/c2ccccc2OCc2ccccc2F)NC1=S
31	47%[activator]	-10%	26%	-4%	-2%	-13%	-3%	0%	-9%	COc1ccc(OCCN2CCN(C(=O)c3ccc(OC(F)F)c(OC)c3)CC2)cc1
32	37%[activator]	?	46%[activator]	20%	i	-1%	-11%	1%	16%	CCC(C)Nc1nc(-c2ccccn2)nc2ccccc12 (stereo not given)
33	26%	-36%	16%	-32%[57.1 µM]	i	-14%	-4%	1%	?	COC(=O)C1=C(N)OC2=C(C(=O)CC(C)(C)C2)C1c1cc2c(cc1Cl)OCO2 (stereo not given)
34	77%[activator]	-17%	35%	-14%	7%	4%	-2%	3%	-9%	Cc1ccc(C2=NN(C(=O)C3CCCO3)C(c3ccco3)C2)cc1 (stereo not given)
35	42%[activator]	?	27%	-25%	4%	-3%	-10%	?	13µM*	Brc1ccc(C2=CC(c3ccco3)n3ncnc3N2)cc1 (stereo not given)
36	7%	5%	20%	-4%	-12%	1%	0%	-4%	4%[59 µM]	CCOC(=O)N1CCN(C(=O)C2CCCCC2)CC1
37	-2%	-14%	35%	-13%	-9%	1%	-3%	6%	4%	NC(=O)C1(N2CCCCC2)CCN(C(=S)NCCc2ccccc2)CC1
38	-4%	-19%	37%	·	·	·	-1%	-1%	·	CN1C(=O)CC2(C=CC(=O)C=C2OC(=O)c2ccccc2)c2ccccc21 (stereo not given)
39	89%[activator]	4%	62%[activator]	6%	-8%	-12%	-7%	0%	24%	O=C(CN1CCCCCC1)Nc1cc(C(F)(F)F)ccc1Cl
40	114%[activator]	-9%	8%	-4%	-8%	3%	-7%	-2%	4%	CCCOc1ccc(CCCN=C(N)N)cc1Cl
41	51%[activator]	10%	28%	1%	-9%	-14%	-1%	2%	·	CCOC(=O)C1(Cc2ccccc2C(F)(F)F)CCN(C2CCN(C(C)=O)CC2)CC1
42	11%	-8%	14%	-7%	6%	1%	0%	4%	4%	Cc1cc(NC(=O)CSc2nnc(-c3ccncc3)n2Cc2ccccc2)n(-c2ccccc2)n1
43	104%[activator]	?	-12%	-11%	-8%	-6%	0%	6%	?	CSc1nsc(NC(=O)CCNC(=O)c2ccc([N+](=O)[O-])cc2)n1
44	?	?	12%	?	3%	18%	·	32%[activator]	?	COc1ccc(C(=O)COC(=O)c2n[nH]c3ccccc23)c(OC)c1
45	13%	-5%	53%[activator]	19%	i	1%	·	-2%	-35%[59 µM]	CN(c1ccc(OC(=O)CC2OC(=O)c3ccccc32)cc1)S(=O)(=O)c1ccccc1 (stereo not given)
46	19%	-5%	17%	-1%	7%	13%	-3%	8%	-9%	CCCCn1c(N)c(N(Cc2ccccc2OC)C(=O)c2c(CC)noc2C)c(=O)[nH]c1=O

Structural class, the compounds so far containing a thiophene ring, fused or not
#	POLI inh	JMJD2A Tudor	HP1b chromo inh	BAZ2B block	Tb PGK inh	GLS inh	BLM helicase inh	Pin1 inh	G9a block	structure
1	38%[activator]	-3%	39%	1%	5%	1%	-2%	-2%	?	O=C(CSc1nnc(CNC(=O)c2cccs2)o1)NCC1CCCO1 (stereo not given)
12	24%	-14%	31%	7%	-12%	-13%	-2%	-3%	·	COc1ccc2nc(NC(=O)c3cccs3)sc2c1
16	132%[activator]	-1%	43%[activator]	5%	5%	-17%	3%	6%	21%	COc1ccccc1CNC(=O)c1ccc(NS(=O)(=O)c2cccs2)cc1

Given bar-delimited: entries from further up.
nr | SMILES | POLI inh | JMJD2A Tudor | HP1b chromo inh | BAZ2B block | Tb PGK inh | GLS inh | BLM helicase inh | Pin1 inh | G9a block
13 | O=[N+]([O-])c1ccccc1/C=C/C=N/Nc1ccc(S(=O)(=O)Nc2ccc(Cl)cc2)cc1[N+](=O)[O-] | 137%[activator] | ? | -26% | ? | 1% | -2% | -4% | 3% | ?
34 | Cc1ccc(C2=NN(C(=O)C3CCCO3)C(c3ccco3)C2)cc1 (stereo not given) | 77%[activator] | -17% | 35% | -14% | 7% | 4% | -2% | 3% | -9%
